SR-BI HDL uptake = inhibitors of SR-BI mediated HDL lipid uptake, primary screen, ldlA[mSR-BI] cells, fluorescence, single point | Scavenger receptor class B member 1 (Mus musculus), Q61009 | ldlA[mSR-BI] CHO cells, DiI-HDL uptake fluorescence, 3 h | inhibition, % at 12.5 µM | 0.96% of 320,000 active | AID 488896, 2010;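 active means mean replicate inhibition of at least 70% and a set share of replicates each scoring 70 or more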;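 further: 0% = median of neutral control wells and 100% = median of positive control wells; values of inactives mirror those of a sister screen read the other way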
Wnt act = Wnt/beta-catenin pathway activators, primary screen, cell-based, plate reader, single point. 1.2% of 300,000 active. activation, % at 9.35 µM. Wnt/beta-catenin reporter cell assay, activator; in the data active means activation above about 30%, passing the limit was not always enough;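 further: 0% = neutral control wells and 100% = positive control wells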
MITF act = activators of MITF-driven TRPM1 promoter reporter, primary screen, cell-based, SK-MEL-5, luciferase, single point | AID 588334, 2011 | 0.75% of 300,000 active | SK-MEL-5 TRPM1-promoter luciferase, 24 h; % of positive control, neutral wells = 0 | activation, % at 12.5 µM;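 active means mean activation of at least 80% with every replicate also reaching 80%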;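 further: 0% = neutral control wells and 100% = parthenolide positive control wells; values of inactives mirror those of a sister screen read the other way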
Rtt109 HAT inh = inhibitors of C. albicans Rtt109/Vps75 HAT, primary screen, biochemical, ThioGlo CoA-SH fluorescence, plate reader | Histone acetyltransferase RTT109 (Candida albicans (strain SC5314 / ATCC MYA-2876)), … | purified Rtt109/Vps75, 4 h | inhibition, % at 34.9 µM | 0.16% of 330,000 active | AID 540336, 2011;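 active means inhibition of at least 50% in every replicate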
PvdQ inh = P. aeruginosa PvdQ acylase inhibitors, primary screen, biochemical, fluorescence, plate reader and imaging, single point; purified PvdQ acylase; 0.063% of 340,000 active; AID 488965, 2010; inhibition, % at 10 µM; PvdQ acylase [Pseudomonas aeruginosa LESB58]; in the data active means inhibition above about 30%, passing the limit was not always enough;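 further: 0% = vehicle neutral wells and 100% = reference inhibitor wells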
CDK5 p35 inh = inhibitors of human CDK5/p35 kinase, primary screen, biochemical, single concentration. Cyclin-dependent kinase 5 (Homo sapiens) + Cyclin-dependent kinase 5 activator 1 (Homo …. Recombinant CDK5/p35, ADP-Glo luminescence, 60 min. inhibition, % at 10 µM. 0.01% of 330,000 active. AID 488839, 2010;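 active means highest replicate inhibition of at least 50% and at least 75% of replicates reaching 50%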;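 further: plate controls were DMSO neutral control for no effect and GW8510 at 10 µM for full effect; many of its hits are not listed in these tables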
Target sequence (Q00535 whole entry, looked up): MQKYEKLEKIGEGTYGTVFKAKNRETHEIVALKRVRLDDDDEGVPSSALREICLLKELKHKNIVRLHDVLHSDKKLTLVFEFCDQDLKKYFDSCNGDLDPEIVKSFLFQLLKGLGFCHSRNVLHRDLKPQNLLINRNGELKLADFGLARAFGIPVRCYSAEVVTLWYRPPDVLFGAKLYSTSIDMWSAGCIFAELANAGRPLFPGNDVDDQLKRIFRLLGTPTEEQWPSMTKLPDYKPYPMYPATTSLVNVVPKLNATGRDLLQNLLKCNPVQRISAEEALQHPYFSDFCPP
Target sequence (Q15078 whole entry, looked up): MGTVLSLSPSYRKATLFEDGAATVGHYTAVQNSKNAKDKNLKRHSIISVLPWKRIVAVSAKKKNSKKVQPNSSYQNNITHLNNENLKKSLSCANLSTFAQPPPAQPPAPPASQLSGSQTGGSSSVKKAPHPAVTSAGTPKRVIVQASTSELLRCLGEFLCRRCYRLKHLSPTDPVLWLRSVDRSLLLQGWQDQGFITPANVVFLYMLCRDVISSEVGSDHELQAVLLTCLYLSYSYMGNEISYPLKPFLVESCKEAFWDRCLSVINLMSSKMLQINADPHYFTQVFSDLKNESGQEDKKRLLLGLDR
dFosB act = activators of delta FosB homodimer, primary screen, biochemical, fluorescence polarization, TAMRA-CDK5 oligo, single point; Protein FosB (Mus musculus), P13346; purified delta FosB; percent of positive-control signal above neutral wells; activation, % at 25 µM; 0.99% of 340,000 active;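 active means mean activation above about 17%, with every replicate also reaching it, limit read from the data, passing the limit was not always enough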;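 further: fluorescence polarization rise as delta FosB binds a TAMRA Cdk5 AP-1 oligo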
Target sequence (P13346 whole entry, looked up): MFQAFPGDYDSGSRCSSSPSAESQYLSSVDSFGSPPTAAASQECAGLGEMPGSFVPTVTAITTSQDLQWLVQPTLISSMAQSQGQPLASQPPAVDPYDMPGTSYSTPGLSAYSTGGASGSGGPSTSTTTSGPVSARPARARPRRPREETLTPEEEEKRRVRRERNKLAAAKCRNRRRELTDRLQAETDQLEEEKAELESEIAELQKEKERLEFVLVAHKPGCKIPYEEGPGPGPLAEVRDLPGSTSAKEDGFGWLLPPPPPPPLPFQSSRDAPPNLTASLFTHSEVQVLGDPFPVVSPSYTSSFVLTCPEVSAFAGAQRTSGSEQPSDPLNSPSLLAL
SR-BI uptake up = activators of SR-BI mediated DiI-HDL uptake, primary screen, ldlA[mSR-BI] CHO cells, DiI fluorescence; activation, % at 12.5 µM; 0.096% of 320,000 active; 3 h; 100 = double the neutral-control signal;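 active means mean replicate activation of at least 60% and every replicate at or above 60%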;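 further: 0% = median plate neutral-control signal and 100% = twice that signal; values of inactives mirror those of a sister screen read the other way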
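Material: SR-BI-overexpressing, LDLR-lacking CHO cells; schedule: compound exposure 3 h, 37 °C; reagent: DiI-labelled HDL at 10 µg/mL final; technique: bottom-read fluorescence, 550/595 nm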
HTR5A ag = HTR5A agonists in luminescence cell assay, primary screen, counter-screen for OPRM1-OPRD1 heterodimer agonist project, full-deck HTS; 5-hydroxytryptamine receptor 5A (Homo sapiens), P47898; cell-based; activation, % at 9.3 µM; 0.61% of 340,000 active; AID 504692, 2011; in the data active means activation mostly above about 9.5%, no sharp cut-off; inactive means mostly below about 7.6%;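 further: 0% = cells with vehicle only and 100% = reference agonist; strong numbers were not always called active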
RTF Ca sens act = cardiac RTF calcium sensitivity activators, primary screen, biochemical, IANBD-TnC fluorescence, EC20 calcium; IANBD-labeled TnC RTF fluorescence at EC20 calcium; 0% EC20 calcium, 100% full calcium; activation, % at 7.2 µM; Troponin I, cardiac muscle (Homo sapiens) + Troponin T, cardiac muscle (Homo sapiens) + …; 0.24% of 340,000 active; AID 493008, 2010;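 active means activation above the mean over all tested compounds plus 3 SD, cut at about 30% in these data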;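 further: rise in fluorescence read as greater calcium sensitivity of cardiac thin filaments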
The depositor's hits bear a star; x = not tested or not shown.

SMILES	SR-BI HDL uptake	Wnt act	MITF act	Rtt109 HAT inh	PvdQ inh	CDK5 p35 inh	dFosB act	SR-BI uptake up	HTR5A ag	RTF Ca sens act
CCc1cccc(C)c1NC(=O)CC(C)(C)CC(=O)O	-4	0	-3	-3	-28	-1.5	-1	4	-6	6
CC(C)Cc1[nH]c(=O)c(C#N)c2c1CCCC2	-4	x	5	5	-2	-2.6	5	4	0	4
O=[N+]([O-])c1cc2c(cc1CN1CCN(CCOCCO)CC1)OCO2	-17	-4	x	11	6	-0.7	9	17	3	2
COc1ccc(C)cc1Nc1n[n+](-c2ccccc2)c(-c2ccc(C(=O)O)cc2)s1	-12	11	-7	13	7	2.1	-3	12	1	-1
O=C(NCCCn1ccnc1)c1nn2c(C(F)(F)F)cc(-c3ccc(Br)cc3)nc2c1Cl	48	-1	-18	-16	8	3.5	10	-48	5	-5
CCOC(=O)c1c(C)[nH]c(C)c1C(=O)CSc1nnc(-c2ccncc2)n1Cc1ccccc1	-26	x	-12	3	-10	2.5	-2	26	2	1
COc1ccc(Br)c(C(=O)OCC(=O)NC(=O)NC2CCCC2)c1	-7	-2	11	0	-16	-0.9	-8	7	2	3
CSc1nc(-c2ccc(Cl)cc2)c(C#N)c(=O)[nH]1	-5	-1	-3	-3	-15	0.1	2	5	1	1
O=C(N/N=C/c1c(O)ccc2ccccc12)c1[nH]ncc1Br	29	10	-19	12	-46	0.7	1	-29	3	-2
Cc1ccc(C(=O)N2CCN(C/C=C/c3ccccc3)CC2)cc1S(=O)(=O)N1CCOCC1	64	-2	1	-1	-7	0.9	-6	-64	-2	0
Cc1nc(C(N)=O)nc2ccccc12	3	-1	-7	-7	-10	-1.3	1	-3	-1	7
Cc1nn(-c2ccccc2)nc1C(N)=O	0	3	15	12	-4	1.4	-7	0	-1	-2
COc1cc(S(=O)(=O)Nc2cccnc2)ccc1F	15	-1	-6	-9	4	0.4	-2	-15	-3	-4
Cc1ccc2oc(C(=O)NCc3ccc(S(N)(=O)=O)cc3)cc(=O)c2c1	-9	1	0	6	0	-0.2	-2	9	-3	-6
Cc1cc(C(=O)NCc2ccco2)sc1C	-27	-1	15	-4	-4	1.0	7	27	4	2
NC(=O)c1cc(-c2ccccc2)sc1NC(=O)Cc1ccc(S(=O)(=O)N2CCOCC2)s1	7	-17	-12	-10	-1	-0.7	-13	-7	9	2
CCOC(=O)c1c(NC(=O)CSc2nnc(-c3ccccc3)o2)sc(C(C)=O)c1C	-26	2	6	5	2	0.1	-15	26	1	2
CC(C)C(OC(=O)CN1C(=O)c2ccccc2C1=O)C(=O)NC1CCCCC1 (stereo not drawn)	x	5	3	5	11	0.8	-1	x	15*	3
CC(NC(=O)C1CCC(CNC(=O)[C@@H]2Cc3ccccc3CN2)CC1)c1ccccc1 (stereo partly drawn)	23	-1	5	-15	-26	-9.3	1	-23	1	2
Cc1ccc(C2CC(=O)C=C(NCC(C)C)C2)cc1 (stereo not drawn)	-8	x	-1	6	-12	-0.7	0	8	-1	-1
Cc1ccc(NC(=O)/C(Cl)=C\c2ccccc2)cc1	6	17	44	-6	-5	-1.9	-9	-6	5	-4
Nc1ccc(NC(=O)c2cccs2)cc1	41	1	x	-15	-10	0.0	3	-41	5	2
Cc1cccc2cc3c(NC(=O)c4ccccn4)nn(C)c3nc12	-12	1	-11	-6	-1	0.4	-7	12	-2	-1
O=C(NCc1ccccc1)c1cccc(COc2ccccc2Cl)c1	50	-1	41	3	-21	0.7	-7	-50	0	-4
CCc1ccc(NC(=O)C2CCN(S(=O)(=O)c3ccc4c(c3)NC(=O)C(C)S4)CC2)cc1 (stereo not drawn)	-6	0	-24	21	-4	1.4	6	6	-3	1
CCOC(=O)C(=CNc1ccc(OC)cc1[N+](=O)[O-])C(=O)OCC	35	-2	-2	2	9	3.7	-4	-35	1	-1
CCOC(=O)c1nn(-c2ccccc2)c(=O)c(C#N)c1C	-25	x	6	2	2	-0.6	1	25	0	0
CN1CCCN(C(=O)c2c(F)cccc2Cl)CC1	-9	0	x	-4	-2	-0.1	-2	9	-1	-2
Fc1ccc(N2CCN(c3nc(-c4ccco4)cc(C(F)(F)F)n3)CC2)cc1	55	-3	x	-7	-5	-0.5	-2	-55	-3	1
CCN(C[C@H]1N[C@@](CC)(C(=O)OC)[C@H]2C(=O)N(C)C(=O)[C@@H]12)C(=O)c1ccc(F)cc1	-7	-1	-5	1	3	3.5	-5	7	2	-7
O=S(=O)(c1ccc2c(c1)CCCN2)N1CCCCC1	-8	-2	-6	2	-10	0.6	-2	8	-7	1
COc1ccc(OC)c(/C=C/c2[nH]c(=O)[nH]c(=O)c2[N+](=O)[O-])c1	-16	0	-16	-3	-4	0.7	-3	16	2	0
CC(=O)c1ccc(NC(=O)CN2c3cccc4cccc(c34)S2(=O)=O)cc1	7	10	-6	-4	-4	0.2	-5	-7	5	-2
CC(=O)Nc1ccc(OCC(O)CNC(C)C)cc1 (stereo not drawn)	-4	5	-9	8	-1	-0.4	1	4	1	-1
CONC(=O)c1cc(OCC(F)(F)F)ccc1OCC(F)(F)F	-14	x	x	1	-3	-2.4	3	14	-3	-4
O=C(O)CC1=C(Nc2ccccc2)C(=O)N(c2ccccc2)C1c1ccc(Br)cc1 (stereo not drawn)	6	36*	16	0	-11	0.6	-5	-6	0	0
Cc1cc(C=O)c(C)n1-c1ccc(NC2CCCCC2)c([N+](=O)[O-])c1	42	-6	5	6	-5	1.2	-8	-42	4	7
Cc1ccnc(N2CCCC(C(=O)Nc3cccc(C)c3C)C2)n1 (stereo not drawn)	0	-1	-7	-7	-11	0.8	4	0	0	6
CCc1ccc(NC(=O)N(CCN2CCOCC2)C2CCN(C(C)=O)CC2)cc1	-13	2	8	0	4	0.2	3	13	-2	-4
Cc1ccc2cc(CNC(C)(C)C)c(=O)[nH]c2c1	-50	-1	-14	-24	-11	1.6	-1	50	-1	2
COC(C[C@@H]1O[C@@H]1[C@@H](O)[C@H](C)OCc1ccccc1)OC	-21	0	-7	6	-25	1.5	1	21	2	12
C#Cc1ccc([C@H]2C=C(C(=O)NCc3ccccc3)O[C@@H](OCC)[C@@H]2CCCO)cc1	19	-4	-11	12	-6	-1.5	-11	-19	0	12
c1ccc(CCN2CCN(c3ncnc4c3cnn4-c3ccccc3)CC2)cc1	18	1	x	-19	-12	-1.5	-13	-18	2	3
Cc1ccc(S(=O)(=O)Nc2cccc(Cl)c2)cc1NC(=O)C1CC1	0	1	-5	-12	-9	-0.6	-7	0	-4	2
C/C(CC(=O)NC1CCCCC1)=N\NC(=O)c1ccccn1	-20	-5	-3	1	14	-0.1	5	20	0	1
O=C(c1ccccc1)c1ccc(OCC(O)CN2CCCCC2)cc1 (stereo not drawn)	-20	x	x	-15	-11	-0.7	-17	20	5	-4
CCc1ccc(-c2cc(C)no2)cc1S(=O)(=O)NC(C)Cc1ccco1 (stereo not drawn)	4	-1	0	-2	-10	x	-18	-4	6	-5
O=C(CCNC(=O)c1ccc([N+](=O)[O-])cc1)Nc1ccccc1N1CCCC1	37	-1	-11	-3	-12	-5.7	0	x	9	3
C=CC[C@@H](CC(=O)N[C@H](CO)Cc1ccccc1)C(=O)NC[C@@H](OC(=O)[C@@H](CC=C)Cc1ccc(F)cc1)c1ccccc1	36	-8	7	1	-7	0.0	5	-36	-1	-2
COc1ccc(NC(=O)CSc2nnc(C)s2)cc1S(=O)(=O)N1CCOCC1	-25	-2	6	6	-8	-0.6	-3	25	0	-4
CN(Cc1ccccc1)C(=O)c1cccc(NC(=O)Cc2ccc(NC(=O)C3CCCN(C(=O)C4CCCCC4)C3)cc2)c1 (stereo not drawn)	75*	-3	2	9	-5	0.1	-7	-75	0	-1

Reprinted from the results shown (11 entries):
SMILES	SR-BI HDL uptake	Wnt act	MITF act	Rtt109 HAT inh	PvdQ inh	CDK5 p35 inh	dFosB act	SR-BI uptake up	HTR5A ag	RTF Ca sens act
COC(C[C@@H]1O[C@@H]1[C@@H](O)[C@H](C)OCc1ccccc1)OC	-21	0	-7	6	-25	1.5	1	21	2	12
C#Cc1ccc([C@H]2C=C(C(=O)NCc3ccccc3)O[C@@H](OCC)[C@@H]2CCCO)cc1	19	-4	-11	12	-6	-1.5	-11	-19	0	12
c1ccc(CCN2CCN(c3ncnc4c3cnn4-c3ccccc3)CC2)cc1	18	1	x	-19	-12	-1.5	-13	-18	2	3
Cc1ccc(S(=O)(=O)Nc2cccc(Cl)c2)cc1NC(=O)C1CC1	0	1	-5	-12	-9	-0.6	-7	0	-4	2
C/C(CC(=O)NC1CCCCC1)=N\NC(=O)c1ccccn1	-20	-5	-3	1	14	-0.1	5	20	0	1
O=C(c1ccccc1)c1ccc(OCC(O)CN2CCCCC2)cc1 (stereo not drawn)	-20	x	x	-15	-11	-0.7	-17	20	5	-4
CCc1ccc(-c2cc(C)no2)cc1S(=O)(=O)NC(C)Cc1ccco1 (stereo not drawn)	4	-1	0	-2	-10	x	-18	-4	6	-5
O=C(CCNC(=O)c1ccc([N+](=O)[O-])cc1)Nc1ccccc1N1CCCC1	37	-1	-11	-3	-12	-5.7	0	x	9	3
C=CC[C@@H](CC(=O)N[C@H](CO)Cc1ccccc1)C(=O)NC[C@@H](OC(=O)[C@@H](CC=C)Cc1ccc(F)cc1)c1ccccc1	36	-8	7	1	-7	0.0	5	-36	-1	-2
COc1ccc(NC(=O)CSc2nnc(C)s2)cc1S(=O)(=O)N1CCOCC1	-25	-2	6	6	-8	-0.6	-3	25	0	-4
CN(Cc1ccccc1)C(=O)c1cccc(NC(=O)Cc2ccc(NC(=O)C3CCCN(C(=O)C4CCCCC4)C3)cc2)c1 (stereo not drawn)	75*	-3	2	9	-5	0.1	-7	-75	0	-1

Screens deposited in PubChem by several laboratories.

Not a hit list; about 4.4% have a hit in one of these screens.
